Source: PubChem BioAssay
Jurkat NFkB inh = lowers PMA/ionomycin-induced NF-kB signal in Jurkat cells | inhibition, % at 4 µM | PMA/ionomycin-induced NF-kB luciferase reporter, luminescence | AID 435003 | 0.53% of 330,000 active; in the data active = inhibition above about 50%
UPR XBP1 act = adaptive UPR (XBP1) activation; activation, % at 20 µM; 0.33% of 330,000 active; CHO-XBP1 luciferase reporter, IRE1-XBP1 UPR activation, luminescence; percent of tunicamycin response, DMSO as zero;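 active = versus positive control, 20 µM dose yields 30% or more activation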;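 note: 100% = tunicamycin at 10 µg/mL and 0% = DMSO only wells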
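Assay system: CHO-XBP1 luciferase reporter cells; Schedule: 6 h treatment, 37 °C; Detection: glow luminescence from Steady-Glo reagent; Benchmarks: high control tunicamycin 10 µg/mL final, low control DMSO vehicle only.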
tim23-1 inh = growth inhibitors of tim23-1 mutant yeast | 1.3% of 330,000 active | S. cerevisiae tim23-1 growth, BacTiter-Glo luminescence, 24 h | AID 463212 | inhibition, % at 20 µM;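 active = growth inhibition of the mutant yeast at or above 50%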;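 note: temperature-sensitive mutant grown at 25 °C; plate controls were DMSO-treated mutant yeast for no effect and medium wells lacking yeast for full effect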
tim10-1 inh = growth inhibitors of tim10-1 mutant yeast; inhibition, % at 20 µM; S. cerevisiae tim10-1 ts strain growth, BacTiter-Glo, 24 h; 2.2% of 330,000 active;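 active = inhibition of at least 40%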;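 note: mutant grown at 25 °C; 0% = DMSO wells with yeast and 100% = wells holding no yeast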
697 NFkB inh = lowers PMA/ionomycin-induced NF-kB signal in 697 B cells | 697 B-cell NF-kB luciferase reporter, 16 h | inhibition, % at 4 µM | 0.33% of 330,000 active | AID 435022; in the data active = inhibition above about 35%
TIM10 inh = inhibits growth of TIM10 yeast strain; S. cerevisiae TIM10 strain growth, BacTiter-Glo luminescence, 24 h; inhibition, % at 10 µM; 1.4% of 330,000 active; AID 463195;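 active = inhibition of 40% or more at the single tested concentration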;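 note: wild-type TIM10 isogenic control strain grown at permissive 25 °C; 0% = DMSO yeast wells and 100% = minimal medium wells without yeast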
Mdm2-MdmX inh = human Mdm2/MdmX binding inhibition; O15151+Q00987; SaOS-2 split-luciferase Mdm2/MdmX complementation, luminescence; inhibition, % at 8 µM; 3% of 330,000 active;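 active = inhibition of at least 50% at 8 µM in the primary screen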
Target sequence (O15151 whole entry, looked up): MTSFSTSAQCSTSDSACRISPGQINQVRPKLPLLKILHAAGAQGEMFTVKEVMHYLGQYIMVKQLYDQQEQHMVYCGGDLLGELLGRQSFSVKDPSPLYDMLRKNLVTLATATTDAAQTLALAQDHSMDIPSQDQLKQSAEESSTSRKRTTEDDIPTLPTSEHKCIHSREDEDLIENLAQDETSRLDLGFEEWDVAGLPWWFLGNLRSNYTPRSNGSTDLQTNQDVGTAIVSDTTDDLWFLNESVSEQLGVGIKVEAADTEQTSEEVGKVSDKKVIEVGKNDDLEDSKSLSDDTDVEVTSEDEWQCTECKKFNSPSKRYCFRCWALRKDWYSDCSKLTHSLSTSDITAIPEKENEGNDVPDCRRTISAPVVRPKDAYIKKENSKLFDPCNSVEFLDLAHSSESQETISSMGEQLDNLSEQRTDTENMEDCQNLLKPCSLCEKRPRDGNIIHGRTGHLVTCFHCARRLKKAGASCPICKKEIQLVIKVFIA
Target sequence (Q00987 whole entry, looked up): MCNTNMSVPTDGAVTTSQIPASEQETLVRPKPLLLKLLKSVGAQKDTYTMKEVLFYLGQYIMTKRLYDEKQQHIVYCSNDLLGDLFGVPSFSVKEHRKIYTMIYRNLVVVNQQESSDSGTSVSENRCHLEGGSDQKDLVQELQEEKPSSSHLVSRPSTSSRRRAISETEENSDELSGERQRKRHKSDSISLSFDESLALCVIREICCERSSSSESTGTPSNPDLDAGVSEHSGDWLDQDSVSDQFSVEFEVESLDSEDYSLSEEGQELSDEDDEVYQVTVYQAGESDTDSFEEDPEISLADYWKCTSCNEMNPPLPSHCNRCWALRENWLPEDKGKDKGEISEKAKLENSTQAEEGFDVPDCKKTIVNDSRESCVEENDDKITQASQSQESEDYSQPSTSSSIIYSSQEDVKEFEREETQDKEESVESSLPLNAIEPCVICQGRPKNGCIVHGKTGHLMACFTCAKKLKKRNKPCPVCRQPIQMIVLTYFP
UPR CHOP act = apoptotic UPR (CHOP) activation | activation, % at 10 µM | 0.34% of 330,000 active | CHO-CHOP luciferase reporter, luminescence; percent of tunicamycin response over DMSO baseline;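 active = at 10 µM dose, activation of 40% or more, normalized to positive control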;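 note: 100% = tunicamycin at 10 µg/mL and 0% = DMSO alone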
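Assay system: CHO-CHOP cells, stable luciferase reporter of PERK-eIF2a-CHOP signalling / Buffer or medium: F12 plus 10% serum / Compound dosing: one dose, 10 µM in 0.5% DMSO / Times: 6 h compound treatment, 37 °C / Technique: luciferase luminescence / Read-out: % reporter activation, DMSO baseline versus tunicamycin full activation / Benchmarks: tunicamycin and DMSO controls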
An asterisk follows results filed as active; . = no result given. This is a random part of the collection; overall some 6.6% were active at least once.

SMILES | Jurkat NFkB inh | UPR XBP1 act | tim23-1 inh | tim10-1 inh | 697 NFkB inh | TIM10 inh | Mdm2-MdmX inh | UPR CHOP act
O=C(NC1CC1)C1CCN(C2CCN(C(=O)c3c(F)cccc3Cl)CC2)CC1 | -4 | 0 | -8 | -5 | -10 | 2 | 8 | 2.4
Cc1cccc(C)c1NC(=O)c1cccnc1 | -9 | -3 | 0 | -8 | 14 | -1 | 8 | 1.0
COc1ccccc1NCC(=O)Nc1cc(S(=O)(=O)N2CCOCC2)ccc1N1CCOCC1 | 6 | 0 | 13 | 18 | 9 | -12 | -22 | 0.0
Cc1cccc(C2Nc3ccccc3C(=O)N2NC(=O)c2ccc([N+](=O)[O-])cc2)n1 (stereo not drawn) | -5 | -3 | 9 | 32 | -8 | -10 | -6 | 1.5
CCCC(/C=C/c1ccc(OC(C)=O)cc1)=C1/c2ccccc2C(=O)N1c1ccccc1 | 5 | 9 | 9 | 6 | -15 | -2 | 33 | 1.5
CCOc1ccccc1N1CCN(C(=O)c2cccc(S(=O)(=O)N3CCOCC3)c2)CC1 | 12 | -1 | -3 | 2 | 19 | 13 | 16 | 1.2
O=C1N=C(N2CCCC2)CN1c1ccccc1 | 0 | -1 | 1 | 2 | 1 | -4 | -13 | -0.3
NC(=O)CN(c1ccc(Cl)cc1)S(=O)(=O)c1ccccc1 | 6 | -4 | 7 | -5 | 19 | 8 | 13 | -0.9
CCCC(=O)c1cn(CC(=O)OC)c2ccccc12 | 7 | -2 | 7 | 14 | 2 | -3 | 16 | -1.8
Oc1ccc2ccccc2c1CN1CCCC1 | -9 | 1 | 2 | 12 | 25 | 9 | 9 | 4.2
CS(=O)(=O)N1CCN(C(=O)c2ccc(Cl)s2)CC1 | -39 | -2 | 9 | 14 | -28 | 8 | -20 | -1.1
CCOC(=O)c1cc(-c2nnc(-c3ccc(Oc4ccccc4)cc3)o2)c(C)nc1C | 13 | -2 | 20 | 21 | -3 | 17 | 37 | -0.5
CCOC(=O)/C(=N\Nc1ccccc1)S(=O)(=O)c1ccccc1 | 14 | 2 | 15 | 5 | 0 | -7 | -5 | 1.0
CCCCN(CC)C(=O)c1cc2c(=O)[nH]c3ccc(C)cc3c2s1 | -2 | 0 | 28 | 18 | 16 | 33 | 42 | 1.8
CCN(CC)S(=O)(=O)c1ccc(N2CCOCC2)c(NC(=O)COc2ccc(OC)cc2)c1 | -3 | -1 | 30 | 23 | 13 | 16 | 14 | 0.0
CN(C)/C=C/C(=O)c1cnc(-c2ccccc2)s1 | -62 | 1 | 14 | 11 | -98 | 2 | -50 | 3.9
CCCN(CC(=O)Nc1ccccc1C)C(=O)c1ccc(-c2ccccc2)cc1 | 8 | -4 | 19 | 12 | 6 | -2 | 23 | -1.0
CCC(C)(C)n1nnnc1C(c1ccccc1OC)N1CCN(C(=O)c2ccco2)CC1 (stereo not drawn) | -16 | -4 | 28 | 29 | 2 | 12 | 0 | 0.9
Nc1cccc(C#Cc2ccc3c(c2)C(=O)/C(=C/c2ccsc2)O3)c1 | 22 | 20 | 32 | 18 | -15 | 22 | 27 | 9.7
O=C(O)c1cc(-c2ccc(Cl)c(Cl)c2)n(-c2ccccc2)n1 | 5 | 5 | 11 | 12 | 0 | 14 | 11 | -0.4
COc1ccc(NC(=O)c2cc(-c3ccco3)nc3ccccc23)cc1S(=O)(=O)N1CCOCC1 | -14 | -2 | -15 | 3 | -1 | -2 | -28 | -1.5
O=C(Cn1nnc(-c2ccccc2-n2cnnn2)n1)c1ccccc1 | -19 | 0 | -12 | 4 | 20 | -11 | 1 | -1.4
CCCn1c(SCC(=O)NCCc2ccccc2)nnc1-c1ccco1 | -9 | -2 | 17 | 11 | 16 | 2 | -12 | 0.5
O=C(Nc1ccc2c(c1)C(=O)OC2)c1ccc(C(F)(F)F)cc1 | -8 | 0 | -16 | -25 | -1 | -4 | 1 | 0.4
CCN(CC)c1ccc(N2C(=O)CSC2=S)cc1 | 17 | -2 | 31 | 14 | -2 | -1 | 3 | 1.8

An excerpt from above in order of the Jurkat NFkB inh value, ascending:
SMILES,Jurkat NFkB inh,UPR XBP1 act,697 NFkB inh,TIM10 inh,Mdm2-MdmX inh
O=C(Nc1ccc2c(c1)C(=O)OC2)c1ccc(C(F)(F)F)cc1,-8,0,-1,-4,1
CCCC(/C=C/c1ccc(OC(C)=O)cc1)=C1/c2ccccc2C(=O)N1c1ccccc1,5,9,-15,-2,33
CCOC(=O)c1cc(-c2nnc(-c3ccc(Oc4ccccc4)cc3)o2)c(C)nc1C,13,-2,-3,17,37
Nc1cccc(C#Cc2ccc3c(c2)C(=O)/C(=C/c2ccsc2)O3)c1,22,20,-15,22,27

Additional structures
SMILES | Jurkat NFkB inh | UPR XBP1 act | tim23-1 inh | tim10-1 inh | 697 NFkB inh | TIM10 inh | Mdm2-MdmX inh | UPR CHOP act
COc1cc(C(=O)N/N=C/c2sc(=O)n(-c3ccccc3)c2Cl)cc(OC)c1OC | -5 | 3 | 30 | 30 | 21 | 39 | 10 | 2.1
C[C@]12CC[C@@H]3c4ccc(O)cc4CC[C@H]3[C@@H]1CC[C@@H]2OC(=O)CCC(=O)O | -3 | -1 | 19 | 18 | -3 | 5 | 18 | -0.3
Cc1ccc(NC(=O)[C@H](CC(C)C)NC(=O)[C@@H]2Cc3ccccc3CN2)cc1 | -2 | -2 | 11 | 24 | 22 | -2 | 4 | 2.4
O=S(=O)(c1ccc(F)cc1)N1CCN=C1SCc1cccc(F)c1 | -7 | -5 | 14 | 1 | -32 | -34 | 0 | 1.5
COc1ccc(CC(=O)OC(C)C(=O)Nc2ccc(S(N)(=O)=O)cc2)cc1 (stereo not drawn) | 15 | -2 | -11 | -16 | 15 | 2 | 9 | 2.2
COc1ccc(F)cc1CSc1nnnn1-c1ccc(O)cc1 | 15 | -3 | 14 | -19 | -11 | -11 | 19 | 0.2
CN(C)c1ccc(-c2ccc3c(=O)c4ccccc4n(C)c3c2)cn1 | -121 | 3 | 11 | 6 | -86 | -9 | -151 | 4.1
NS(=O)(=O)c1ccc(CCNC(=O)CSc2nc3ccccc3c(=O)n2CCN2CCOCC2)cc1 | -20 | 13 | 15 | 5 | -17 | -14 | -2 | -1.0
O=C(CCc1ccccc1)Nc1nc2c(F)cc(F)cc2s1 | -36 | -1 | 16 | -5 | -18 | 7 | -52 | 4.7
Cc1cc(C)c(C)c(S(=O)(=O)N2CCC(C(=O)NCC(c3ccccc3)N(C)C)CC2)c1C (stereo not drawn) | 25 | -2 | 2 | 11 | 5 | 11 | -2 | 3.0
Cc1ccc(Cn2nc3c(cc2=O)CCc2ccccc2-3)cc1 | 21 | 4 | 33 | -15 | 15 | 3 | 11 | 0.2
O=C(COc1ccc2c(c1)CCC2)N1CCN(c2cccc(C(F)(F)F)c2)CC1 | 4 | 1 | 20 | 31 | -1 | 21 | 2 | -1.9
COc1cc(OC)cc(C(=O)N[C@H](C(=O)OCC(=O)Nc2ccc(OC)c(OC)c2)C(C)C)c1 | 0 | 0 | 8 | -9 | 8 | 5 | 9 | -2.9
COc1ccc(/C=N/Nc2cc(C)nc3ccccc23)cc1 | -55 | 3 | -19 | -22 | -38 | 0 | 98* | 2.4
CC[C@@H](C)[C@H](N)C(=O)NC[C@H]1O[C@@H](n2cnc3c(N)ncnc32)[C@H](O)[C@@H]1O | . | 3 | 19 | -4 | 3 | -13 | 16 | 2.2
O=[N+]([O-])c1ccc(CNc2ccc(F)cc2)s1 | 9 | -4 | 51* | 33 | -1 | 36 | 11 | 1.0
O=C(Nc1nc(-c2ccccn2)cs1)c1ncc(Cl)c(Cl)c1Cl | -16 | -3 | -34 | 30 | -15 | -13 | 74* | -0.3
O=C(CN1CCN(CC(=O)Nc2ccccc2F)CC1)Nc1ccc2c(c1)OCCO2 | 4 | -2 | 10 | -4 | 2 | -9 | 12 | 1.7
COc1ccc(N2C(=O)CC(N(CCc3ccccc3)C(=O)/C=C/C(=O)O)C2=O)cc1 (stereo not drawn) | -1 | -3 | 14 | -7 | 16 | 7 | 17 | 0.4
COc1cccc(CN2CC(C(=O)N3CCN(C(C)C)CC3)CCC2=O)c1 (stereo not drawn) | -3 | 0 | -7 | 4 | 1 | 2 | 28 | -0.6
Cc1cc(N/N=C/c2ccccc2F)c2ccccc2n1 | -6 | -3 | 8 | 13 | -1 | 21 | 31 | 2.4
CC(C)C(=O)NNc1ccccc1 | 10 | -1 | 3 | -47 | 4 | -38 | 9 | 1.1
C/C(CC(=O)Nc1cccc2c1CCCC2)=N\NC(=O)c1ccccc1N | 2 | -2 | 25 | 21 | 17 | 24 | 16 | -0.6
COC(=O)c1cc(OC)c(OC)cc1NC(=O)CN1C(=O)c2ccccc2C1=O | -1 | 3 | 4 | 10 | -8 | 22 | 13 | 4.8
C/C=C\C=C\C(=O)N1CC2(CC(c3cccc(NC(=O)CC(c4ccccc4)c4ccccc4)c3)=NO2)C[C@H]1C(N)=O (stereo partly drawn) | -44 | -1 | 29 | 39 | -58 | 9 | 6 | 1.0

(next part)
SMILES | Jurkat NFkB inh | UPR XBP1 act | tim23-1 inh | tim10-1 inh | 697 NFkB inh | TIM10 inh | Mdm2-MdmX inh | UPR CHOP act
CC(=O)Nc1ccc(S(=O)(=O)N2CCN=C2SCc2ccc([N+](=O)[O-])cc2)cc1 | 30 | -7 | 16 | 5 | -56 | 8 | 22 | 1.4
CN1C(=O)CC(NNC(=O)c2ccccc2)C1=O (stereo not drawn) | 4 | -2 | 11 | 0 | 5 | -7 | 9 | -1.5
Cc1ccc(NC(=O)N2CCN(C/C=C/c3ccccc3)CC2)cc1 | 12 | 0 | 8 | 3 | 13 | -3 | 9 | -1.4
CS(=O)(=O)N(CC(=O)N1CCCCCC1)c1ccc(Cl)cc1 | -5 | -2 | 4 | -2 | -13 | -5 | 25 | 0.2
Cc1nn(Cc2ccccc2)c2c1C(c1ccccc1)C(C#N)=C(N)O2 (stereo not drawn) | 10 | 0 | 28 | 31 | 5 | 17 | -14 | -1.1
C=C(C)C1CC=C(CN2CCN(Cc3ccccc3)CC2)CC1 (stereo not drawn) | -13 | -4 | -66 | -93 | -27 | -16 | 6 | 1.7
Cc1nc(C(=O)NNC(=O)c2c(-c3c(Cl)cccc3Cl)noc2C)cs1 | -2 | 2 | 1 | 8 | -20 | 16 | 30 | -1.4
COc1ccccc1N1CCN(C2=Nc3cccc4cccc2c34)CC1 | -48 | 0 | 5 | 10 | -119 | 7 | -56 | 5.3
Cc1cc(C(=O)N2CCC(Cc3ccccc3)CC2)c(C)o1 | -6 | -1 | 17 | 28 | -14 | 14 | 23 | -2.9
CC(=O)c1c(N)nc2n(c1=O)CCCCC2 | -1 | 2 | -5 | -19 | 5 | -3 | 6 | -1.2
CCOC(=O)c1c(C)nsc1NCc1ccccc1 | 7 | 1 | 15 | 17 | 1 | 0 | 30 | -0.3
Cc1cc(NC(=O)COC(=O)C2CCN(S(=O)(=O)c3cccc(Cl)c3Cl)CC2)no1 | -1 | 2 | -1 | 10 | -2 | -13 | 4 | 0.7
O=[N+]([O-])c1cccc(-c2nnc3c4ccccc4c4ccccc4n23)c1 | -5 | 12 | 6 | 20 | -11 | 25 | 17 | 0.8
O=C(Nc1csc(Cl)c1)c1ccccc1 | -53 | 6 | 56* | 20 | -58 | 43* | -2 | 2.8
O=C(CNC(=O)c1ccccc1)NC1(C(=O)NC2CCCC2)CCCCC1 | -16 | -1 | 3 | 4 | -20 | 3 | 12 | 0.3
CCCCN1C(N)=NC[C@@H]1Cc1ccccc1 | 3 | 1 | 0 | 3 | -24 | -3 | 16 | -1.6

Reformatted with values under each structure: entries from further up.
Every second line gives: Jurkat NFkB inh	UPR XBP1 act	tim23-1 inh	tim10-1 inh	697 NFkB inh	TIM10 inh	Mdm2-MdmX inh	UPR CHOP act
CC(=O)Nc1ccc(S(=O)(=O)N2CCN=C2SCc2ccc([N+](=O)[O-])cc2)cc1
    30	-7	16	5	-56	8	22	1.4
CC(=O)c1c(N)nc2n(c1=O)CCCCC2
    -1	2	-5	-19	5	-3	6	-1.2
